High-throughput results as filed in PubChem BioAssay.
DAGLB inhibitor: diacylglycerol lipase beta (human) inhibition | HEK293T DAGLB membrane lysate, EnzChek fluorogenic substrate | inhibition, % at 5.17 µM | actives 0.059% (n = 340,000) | AID 504411; in the data active = inhibition above about 34%;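 also: 0% = enzyme with vehicle and 100% = wells lacking enzyme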
MOR-DOR inv ag: inverse agonists of human mu-delta opioid receptor heterodimerization | P35372+P41143 | cell-based MOR-DOR heterodimer luminescence, inverse agonism | actives 0.21% (n = 340,000) | inhibition, % at 9.3 µM; in the data active = inhibition above about 22%, passing the limit was not always enough;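 also: 0% = cells with DMSO and 100% = wells without cells with DMSO; values of inactives mirror those of a sister screen read the other way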
MOR-DOR ag: agonists of human mu-delta opioid receptor heterodimerization; P35372+P41143; cells, OPRM1-OPRD1 heterodimerization, luminescence; activation, % at 9.3 µM; actives 0.3% (n = 340,000); in the data active = activation above about 18%;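 also: 0% = vehicle-treated cells and 100% = reference agonist; values of inactives mirror those of a sister screen read the other way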
HTR5A ag ctr: activates human HTR5A in OPRM1-OPRD1 agonist counter-screen; HTR5A agonist assay, luminescence, cell-based; actives 0.61% (n = 340,000); AID 504692; activation, % at 9.3 µM; in the data active = activation mostly above about 9.5%, no sharp cut-off; inactive = mostly below about 7.6%;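 also: 0% = cells with vehicle only and 100% = reference agonist; strong numbers were not always called active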
Target sequence (P47898 whole entry, looked up): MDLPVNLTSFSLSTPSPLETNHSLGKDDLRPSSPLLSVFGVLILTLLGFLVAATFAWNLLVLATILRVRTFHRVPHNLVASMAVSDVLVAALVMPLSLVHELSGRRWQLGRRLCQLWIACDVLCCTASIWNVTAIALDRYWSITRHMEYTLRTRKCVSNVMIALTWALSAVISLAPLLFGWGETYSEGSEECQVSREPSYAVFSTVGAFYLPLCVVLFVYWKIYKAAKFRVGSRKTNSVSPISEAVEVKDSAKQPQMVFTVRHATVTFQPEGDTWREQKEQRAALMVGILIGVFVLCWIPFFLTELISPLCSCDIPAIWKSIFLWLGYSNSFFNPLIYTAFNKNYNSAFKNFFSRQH
PKA-R2B act: PKA-R2B complex activation; P22694+P31323; PKA-R2B holoenzyme dissociation, Cy5-IP20 fluorescence polarization; R2B truncated from residue 108, S112A mutant; 0% DMSO only, 100% 113 µM cGMP; activation, % at 11.4 µM; actives 0.079% (n = 340,000); AID 504700;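 active = activation above a cutoff set at the mean over all compounds plus 3 SD, cut at about 18% in these data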;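 also: higher means more holoenzyme dissociation and a rise in polarization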
Target sequence (P31323 whole entry, looked up, other chains not shown, the tested form may be a part): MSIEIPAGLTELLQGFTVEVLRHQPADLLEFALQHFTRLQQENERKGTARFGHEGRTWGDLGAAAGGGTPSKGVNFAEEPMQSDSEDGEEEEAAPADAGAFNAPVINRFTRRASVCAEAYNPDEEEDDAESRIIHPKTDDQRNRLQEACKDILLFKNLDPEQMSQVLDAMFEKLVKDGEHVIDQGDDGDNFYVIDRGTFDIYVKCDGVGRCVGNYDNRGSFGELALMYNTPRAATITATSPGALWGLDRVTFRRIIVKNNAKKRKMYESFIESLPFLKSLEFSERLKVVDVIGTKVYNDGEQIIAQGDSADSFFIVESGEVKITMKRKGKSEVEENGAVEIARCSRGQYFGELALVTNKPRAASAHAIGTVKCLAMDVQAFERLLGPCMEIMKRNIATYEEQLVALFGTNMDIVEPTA
DSG3 Ab inh: inhibitors of pemphigus antibody binding to human desmoglein-3 | P32926 | DSG3-coupled beads, scFv-anti-DSG3-GFP binding, flow cytometry; active compounds read low | binding (percent of control), % at 10 µM | actives 0.48% (n = 310,000);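 active = binding more than 3 SD below its plate's average and above zero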;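 also: hits lower antibody fragment binding to DSG3; some compounds called inactive have numbers as strong as hits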
Arrestin-AP2 inh: blocks beta-arrestin peptide binding to AP2 adaptin | FITC-arrestin peptide / GST-AP2 beads, flow cytometry; AP2 beta2 appendage carries R879A mutation | inhibition, % at 10 µM | actives 0.31% (n = 340,000) | AID 504490;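 active = inhibition above a set limit, near 3 SD of compounds lacking own fluorescence, cut at about 54% in these data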;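 also: plate controls were DMSO wells for no effect and 5 µM unlabelled arrestin peptide for full effect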
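Test system: GST-tagged AP2 beta2-adaptin appendage (R879A) on 4 µm glutathione beads; also added: fluorescein-tagged arrestin peptide at 50 nM final; timing: 12 min plus 1 h, RT; signal: flow cytometry, FL1 (488/535 nm); read-out: percent drop in bead-associated FITC signal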
PKA-R1A activ: PKA-R1A complex activation. P00514+P68181. PKA-R1A dissociation, Cy5-IP20 fluorescence polarization; scaled: DMSO 0%, 113 µM cGMP 100%. activation, % at 11.4 µM. actives 0.083% (n = 340,000). AID 504707;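 active = percent activation above the mean of all tested compounds plus 3 SD, cut at about 19% in these data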;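 also: higher means more PKAc released from R1A so a rise in polarization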
HTR5A inv ag: inverse agonist of human HTR5A in OPRM1-OPRD1 counter-screen; AID 504634; inhibition, % at 9.3 µM; actives 0.083% (n = 340,000); P47898; HTR5A cell line, luminescence, inverse agonism; in the data active = inhibition mostly above about 23%, no sharp cut-off; inactive = mostly below about 18%;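 also: 0% = cells with DMSO and 100% = no-cell wells with DMSO; some compounds called inactive have numbers as strong as hits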
V-ATPase pH: regulators of yeast V-ATPase proton transport. response, % at 10 µM. actives 0.37% (n = 350,000). S. cerevisiae, pHLuorin cytosolic pH fluorescence; in the data active = response mostly above about 7.3%, no sharp cut-off; inactive = mostly below about 5.4%; also: actives read high; inactives centre near 0; some compounds called inactive have numbers as strong as hits; reference of the scale not given here
Numbers without * were called inactive; . = no result given.

SMILES	DAGLB inhibitor	MOR-DOR inv ag	MOR-DOR ag	HTR5A ag ctr	PKA-R2B act	DSG3 Ab inh	Arrestin-AP2 inh	PKA-R1A activ	HTR5A inv ag	V-ATPase pH
CC(C)c1ccc(NC(=O)C2CSC3(C)CCC(=O)N23)cc1 (configuration not stated)	2	16	-2.9	-1	-7	99	-12	-1	-11	-2
O=C(CCN1C(=O)[C@@H]2Cc3ccccc3CN2C1=O)NCCc1ccccc1	2	8	-1.6	7	-8	.	-8	-13	17	0
CCNC(=O)COC(=O)CCNC(=O)c1cccc(C)c1	-1	9	-1.7	-7	-5	98	24	-6	17	-3
Cc1cccc(C)c1NC(=S)N1CC(C)OC(C)C1 (configuration not stated)	-4	10	-1.9	-6	4	109	8	-5	-4	-5
CC(C)=C1SC(N2CCN(Cc3ccccc3)CC2)=NC1=O	3	1	-0.2	0	6	105	4	-4	-10	-2
COc1ccc2ccc(OC)c(/C=N/n3cnnc3)c2c1	1	0	0.0	1	-4	98	6	-5	15	0
COc1ccc(/C=C/C(=O)O)cc1S(=O)(=O)NCC1CCCO1 (configuration not stated)	0	21	-4.2	4	-6	92	29	11	-19	3
COc1ccc(-c2[nH]c(-c3cc(OC)c4c(c3)OCO4)nc2-c2ccccc2)cc1	-1	-35	6.2	-3	-10	98	-4	8	10	-2
CC1CCN(C(c2ccc(N(C)C)cc2)c2nnnn2Cc2ccc(F)cc2)CC1 (configuration not stated)	-4	-7	1.5	0	4	119	-7	-15	12	-1
O=C(O)Cn1ncc2c1-c1ccoc1CC2	0	-5	0.8	-3	-9	100	9	7	17	6
O=C(Cn1cnc2cc([N+](=O)[O-])ccc2c1=O)Nc1ccc2c(c1)CCC2	-1	-16	3.8	11	-1	.	-12	-11	-18	-5
CCCNC(=O)c1c(O)c2cccc3c2n(c1=O)CCC3	-2	13	-3.0	1	-1	89	-6	3	-3	-4
CSc1ccc(Cl)c(C(=O)Nc2ccc(N3CCOCC3)cc2)c1	2	14	-2.5	-4	-1	107	40	-7	3	0
CC1CCCCC1NC(=O)COC(=O)c1cccn1C (configuration not stated)	-1	4	-1.0	-3	-8	100	12	-6	8	-6
Cn1nc([N+](=O)[O-])nc1N1CCOCC1	-1	2	-0.3	2	0	91	12	-12	-6	-5
Cc1cccc(NC(=O)c2onc3c2CCCC3)c1C	-8	4	-0.6	3	0	107	18	-4	-22	0
CCOC(=O)CNC(=O)c1c2c(nc3ccccc13)CCCC2	-2	-1	0.1	-1	-6	111	18	-3	2	2
Cc1ccc(C(=O)NC2CCS(=O)(=O)C2)cc1S(=O)(=O)N1CCCCC1 (configuration not stated)	4	7	-1.3	-1	-5	111	4	-13	-7	2
O=C(O)CCC(NC(=O)c1ccc(Cl)cc1)C(=O)O (configuration not stated)	0	9	-1.8	-1	-2	84	0	-1	2	1
N#Cc1ccccc1Sc1ccccc1C(=O)N1CCOCC1	1	12	-2.2	3	-9	110	1	0	-11	0
COc1ccc(S(=O)(=O)N2CCOC23CCN(S(=O)(=O)c2cc(C)ccc2C)CC3)cc1	2	23	-4.7	5	-4	106	1	-7	-6	7
Cc1ccc(C)c(S(=O)(=O)Nc2cc3c4c(c2)CC(=O)N4CCC3)c1	1	3	-0.5	-4	-1	101	1	-10	2	2
COc1cccc(NC(=O)Cc2ccc(C)cc2)c1	-7	0	0.0	0	-8	99	2	-6	2	-5
Cc1ccc(C(=O)CSc2nnc3c4ccccc4nc(C(C)(C)C)n23)cc1	-4	-13	1.8	2	-3	122	-11	0	2	.
CCNCCNC(=O)c1c(O)c2cccc3c2n(c1=O)CCC3	3	2	-0.5	-8	-8	103	0	-5	19	2

Fetched by compound from the list above, 4 records:
SMILES	DAGLB inhibitor	MOR-DOR inv ag	MOR-DOR ag	HTR5A ag ctr	PKA-R2B act	DSG3 Ab inh	Arrestin-AP2 inh	PKA-R1A activ	HTR5A inv ag	V-ATPase pH
N#Cc1ccccc1Sc1ccccc1C(=O)N1CCOCC1	1	12	-2.2	3	-9	110	1	0	-11	0
O=C(O)Cn1ncc2c1-c1ccoc1CC2	0	-5	0.8	-3	-9	100	9	7	17	6
COc1ccc(/C=C/C(=O)O)cc1S(=O)(=O)NCC1CCCO1 (configuration not stated)	0	21	-4.2	4	-6	92	29	11	-19	3
O=C(O)CCC(NC(=O)c1ccc(Cl)cc1)C(=O)O (configuration not stated)	0	9	-1.8	-1	-2	84	0	-1	2	1

Carrying on.
SMILES	DAGLB inhibitor	MOR-DOR inv ag	MOR-DOR ag	HTR5A ag ctr	PKA-R2B act	DSG3 Ab inh	Arrestin-AP2 inh	PKA-R1A activ	HTR5A inv ag	V-ATPase pH
CC(C)CCNC(=O)C(=O)Nc1cc2c3c(c1)CC(=O)N3CCC2	0	5	-0.9	5	-3	92	-1	1	13	-1
CC(=O)C1=C(C)N(Cc2ccccc2)C(=O)N[C@H]1c1cccs1	-3	-13	2.3	15	-17	.	5	1	-43	0
NS(=O)(=O)c1ccc(CCNC(=O)COC(=O)/C=C/c2ccccc2Cl)cc1	-2	-5	1.0	2	8	103	31	1	-7	-2
CN(CCc1ccccc1)C(=O)c1ccc(NC(=O)Cc2ccc([N+](=O)[O-])cc2)cc1	0	1	-0.1	-1	-8	97	2	12	2	-5
Cc1ccc(NC(=O)CCc2nnc3ccc(NCc4ccco4)nn23)cc1F	3	16	-3.3	2	-1	95	-3	13	-8	-1
CCOC(=O)C1=CC[C@H]2c3c(c4ccccc4n3C)C(=O)C1N2Cc1ccccc1	-2	-11	1.9	-7	-5	105	0	-12	19	6
Cc1ccc(NC(=O)CCn2c(=O)oc3ccccc32)cc1	-2	10	-1.6	-2	1	.	-13	6	5	1
COc1ccccc1NC(=S)N(Cc1ccc(C)cc1)Cc1cccnc1	-1	0	0.1	3	-1	105	1	12	-9	0
O=C(Oc1ccc2ccc(=O)oc2c1)C1CCCCC1	-2	7	-1.3	2	-9	.	14	-19	-16	-2
CC(C)C[C@@H]1CN=C(N)N1C[C@@H]1CCCN1C[C@@H](C(C)C)N1C[C@@H](Cc2ccccc2)N(CCc2ccc(Cl)c(Cl)c2)C1=N	1	6	-1.3	-1	-12	132	6	-10	4	-2
CCN(CCCNC(=O)C1CCN(S(=O)(=O)N2CCC3(CC2)OCCO3)CC1)c1ccccc1	4	3	-0.5	-2	1	106	6	5	5	-2
CN[C@@H](C)C(=O)NC[C@H]1O[C@@H](n2cnc3c(N)ncnc32)[C@H](O)[C@@H]1O	1	18	-3.6	1	-6	101	-6	-1	-2	-1
Fc1ccc(CNC(=S)Nc2ccc(OC(F)F)cc2)cc1	-1	-22	4.4	-4	-3	99	7	-8	9	-1
O=C(NN1C(=O)c2ccccc2NC1c1cccnc1)c1ccc([N+](=O)[O-])cc1 (configuration not stated)	-1	0	-0.1	-1	2	112	-36	-9	5	-5
CN(C(=O)Cc1c[nH]c2ccccc12)C(C(=O)Nc1ccc2c(c1)OCO2)c1ccccc1 (configuration not stated)	0	9	-1.6	-4	4	118	4	0	-7	-3
COc1ccc(CCn2c(=N)c(C(=O)NCC3CCCO3)cc3c(=O)n4cccc(C)c4nc32)cc1 (configuration not stated)	-8	12	-2.3	-2	2	107	3	-3	7	5
O=C(c1ccc(OC2CCN(Cc3ccccc3O)CC2)cc1)N1CCCCC1	0	5	-1.1	6	0	106	4	-5	-11	3
CC(=O)Nc1ccc(C(O)(C(F)(F)F)C(F)(F)F)cc1	2	25	-5.4	5	6	99	-10	-6	-15	0
Cc1ccc2c(cnn2C(=O)CCC(=O)NC2CCCCC2)c1	-3	6	-1.0	6	-5	100	-7	5	5	-3
Cc1ccc(NC(=O)c2cc(S(=O)(=O)N3CCc4ccccc43)cn2C)cc1C	-7	-20	3.4	6	-10	94	-1	3	-18	2
O=c1[nH]c(-c2ccc(O)cc2)nc2scc(-c3cccs3)c12	6	-16	3.0	-2	6	102	9	-8	-5	0
COCCCN(C(=O)C1CCC1)c1c(N)n(Cc2ccccc2)c(=O)[nH]c1=O	2	13	-3.3	0	3	107	-11	-7	6	-5
COc1ccccc1C(=O)NCCC(=O)NCc1cccnc1	3	12	-2.9	5	-13	94	-4	-7	-13	2
COC(=O)C1CCN(C(=O)c2ccc(NC(C)=O)cc2)CC1	0	4	-0.8	-1	6	93	-1	1	0	3
FC(F)(F)c1cnc(NNC(=S)Nc2ccccc2)c(Cl)c1	-1	.	.	.	-4	106	.	10	.	0

Next section
SMILES	DAGLB inhibitor	MOR-DOR inv ag	MOR-DOR ag	HTR5A ag ctr	PKA-R2B act	DSG3 Ab inh	Arrestin-AP2 inh	PKA-R1A activ	HTR5A inv ag	V-ATPase pH
CCOc1ccc(C(=O)Nc2cc3c(cc2N2CCCC2)n(CC)c(=O)n3CC)cc1OCC	1	1	-0.2	8	-3	110	-3	-10	-29	1
COc1ccc(C(=O)NCc2nnc(SCC(=O)N3CCOCC3)o2)cc1	2	7	-1.4	3	0	98	16	7	-8	-1
NC(=O)c1ccccc1OCC(=O)NS(=O)(=O)c1ccc(Cl)cc1	-2	9	-1.6	0	12	98	-1	4	0	0
COCCCNC(=O)c1ccccc1NS(C)(=O)=O	2	19	-3.3	1	-7	97	-8	-4	6	-2
Cc1ccc(C(=O)C2=C(O)C(=O)N(c3ncccn3)C2c2ccc(Cl)cc2)o1 (configuration not stated)	1	18	-4.3	-2	4	.	-15	-4	6	-2
CC(C)(C)c1cc[n+](-c2nc([O-])sc2C=O)cc1	0	-2	0.2	0	-2	95	1	-6	10	3
CNC[C@H]1OCc2ccccc2-c2ccccc2C(=O)N([C@H](C)CO)C[C@H]1C	-5	.	.	.	-4	106	.	-1	.	-2
CCOc1ccc(-c2cc(N)n(S(=O)(=O)c3cccc4nsnc34)n2)cc1	3	9	-1.7	-3	-10	93	-13	-12	-7	-1
CCCC(=O)Nc1ccc(Br)cn1	-1	6	-1.1	-5	5	109	-8	1	-7	2
O=C(NCc1ccccc1)C1(C(F)(F)F)C/C(=C/CCO)CCCO1 (configuration not stated)	0	3	-0.6	4	-3	105	4	7	-12	-3
COc1ccc(S(=O)(=O)N2CCOCC2)cc1NC(=O)Cc1ccc(F)cc1	-1	.	.	.	7	105	.	12	.	0
c1cncc(C(c2nnnn2C2CCCC2)N2CCN(Cc3ccc4c(c3)OCO4)CC2)c1 (configuration not stated)	-1	-2	0.3	0	-4	85	5	0	17	-4
COc1ccc(NC(=O)N(C2CCCCC2)C(C)c2ccco2)c(OC)c1 (configuration not stated)	-3	-16	2.8	4	-8	97	-1	4	-10	2
O=C(CCNC(=O)c1ccco1)Nc1ccc(OC(F)F)c(Cl)c1	-1	2	-0.4	2	-3	105	-5	-4	-5	1
COc1ccc(CNC(=O)C2CC(C)=C(C)CC2C(=O)O)cc1OC (configuration not stated)	-1	11	-2.4	-5	10	101	-5	2	18	2
Cc1ccc(NC(=O)CSC(C)C(=O)OCC(=O)N2CCN(C(=O)c3ccco3)CC2)cc1 (configuration not stated)	1	9	-1.7	0	3	103	-7	4	-1	2
CC(NC(=O)C(=O)c1cn(CC(=O)N2CCOCC2)c2ccccc12)c1ccccc1 (configuration not stated)	-5	14	-2.8	4	-10	.	15	-4	5	5
O=C(Cn1cccc1C(=O)c1ccccc1)NCCCN1CCc2ccccc2C1	2	3	-0.7	-3	4	98	-11	1	7	-1
